# rCAG RNA binder – binders of r(CAG) RNA repeats, primary screen, biochemical, fluorescence | r(CAG) RNA repeat, TO-PRO-1 dye displacement fluorescence | inhibition, % at 3 µM | 370,000 compounds, 1.3% hits | AID 651821, 2012;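 active means inhibition above the plate cutoff, the mean of all test compounds on that plate plus 3 SD, cut at about 35% in these data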;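 further: 0% = DMSO alone and 100% = 100 µM mitoxantrone as full dye displacement; higher means more dye released from RNA so lower well fluorescence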
# HTRA1 inhibitor – HTRA1 serine protease inhibitors, primary screen, biochemical, fluorescence polarization, HTS; AID 504803, 2011; Q92743; inhibition, % at 5.96 µM; recombinant HTRA1, FP-rhodamine activity-based probe; 340,000 compounds, 0.5% hits; in the data active means inhibition above about 36%;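 further: 0% = enzyme with DMSO and 100% = wells lacking enzyme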
# SMARCA2 activ – SMARCA2 (BRM) function activators, primary screen, cell-based, luminescence, high throughput; 370,000 compounds, 1% hits; activation, % at 9.1 µM; MG213 cells, MMTV-luciferase reporter, dexamethasone, overnight; in the data active means activation above about 7.8%;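 further: 0% = vehicle wells and 100% = reference activator wells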
# ABHD4 inh – ABHD4 inhibitors, primary screen, biochemical, fluorescence polarization, mouse; inhibition, % at 8.92 µM; purified mABHD4, FP-Rh probe fluorescence polarization; 370,000 compounds, 0.54% hits; (Lyso)-N-acylphosphatidylethanolamine lipase (Mus musculus), Q8VD66;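 active means inhibition exceeding the mean over every tested compound plus 3 SD, cut at about 30% in these data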;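 further: 0% = plate median of compound wells and 100% = S159A mutant with DMSO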
# Target sequence (Q8VD66 whole entry, looked up): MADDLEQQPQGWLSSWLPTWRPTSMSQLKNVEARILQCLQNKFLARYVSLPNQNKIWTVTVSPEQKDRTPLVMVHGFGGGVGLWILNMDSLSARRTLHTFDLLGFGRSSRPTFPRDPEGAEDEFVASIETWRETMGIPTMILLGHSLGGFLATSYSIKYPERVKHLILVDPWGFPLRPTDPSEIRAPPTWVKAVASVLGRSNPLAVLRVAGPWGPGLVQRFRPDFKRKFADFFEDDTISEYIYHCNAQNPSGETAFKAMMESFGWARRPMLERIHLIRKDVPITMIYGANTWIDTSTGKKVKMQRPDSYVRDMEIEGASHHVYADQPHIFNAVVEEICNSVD
#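 Test system: mouse ABHD4 enzyme, wild type. Reagent: FP-Rh fluorescent activity-based probe, added after compound pre-incubation. Timing: pre-incubation 45 min, probe exposure 60 min, at 25 °C. Technique: FP readout, ex 525 nm / em 598 nm. Benchmarks: high control S159A mutant with DMSO, low control median of compound wells.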
# ASAP1 GAP inh – inhibitors of human ASAP1 ArfGAP activity, primary screen, biochemical, fluorescence polarization; Arf-GAP with SH3 domain, ANK repeat and PH domain-containing protein 1 (Homo sapiens), …; ASAP1-stimulated ARF1 GTP hydrolysis, GDP FP detection; inhibition, % at 16.5 µM; 360,000 compounds, 0.19% hits; AID 624377, 2012; in the data active means inhibition above about 25%;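 further: 0% = vehicle with enzyme and substrate and 100% = no enzyme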
# ARFGAP1 inhibitor – inhibitors of rat ARFGAP1 GAP activity, primary screen, biochemical, fluorescence polarization, GDP tracer; inhibition, % at 16.5 µM; Arfgap1-stimulated ARF1 GTP hydrolysis, GDP FP detection; ADP-ribosylation factor GTPase-activating protein 1 (Rattus norvegicus), Q62848; 360,000 compounds, 0.26% hits; AID 651572, 2012;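 active means inhibition above a per-plate limit, mean inhibition of low control wells plus 3 SD, cut at about 25% in these data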;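 further: 0% = DMSO wells with enzyme and 100% = wells lacking Arfgap1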
#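 Material: truncated rat Arfgap1 GAP domain; Incubation: compound-enzyme preincubation 20 min, reaction 120 min, detection 60 min, 25 °C; Read-out: percent inhibition of Arfgap1-stimulated GTP hydrolysis; Technique: FP, GDP Alexa 633 tracer displaced from anti-GDP antibody, 620/688 nm; Controls: No-Arfgap1 wells (100%) versus DMSO full-reaction wells (0%); Replication: single well per compound.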
# GC-A act – GC-A stimulated cGMP production enhancers – HEK293 GC-A cells, cGMP TR-FRET, EC30 ANP, primary screen | 0% at EC30 ANP, 100% saturating ANP | activation, % at 10 µM | 370,000 compounds, 0.14% hits; in the data active means activation above about 40%
# NR1D1 modulator – modulators of Rev-erb alpha DNA binding, primary screen, biochemical, FITC-DNA, fluorescence polarization, uHTS; 370,000 compounds, 0.79% hits; activity, % at 10 µM; Nuclear receptor subfamily 1 group D member 1 (Homo sapiens), P20393; Rev-erbα–FITC-DNA binding, 90 min;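 active means activity above about 14%, limit read from the data; passing the limit was not always enough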;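 further: 0% = DMSO wells with 35 nM protein and 100% = DMSO wells with 750 nM protein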
# Target sequence (P20393 whole entry, looked up): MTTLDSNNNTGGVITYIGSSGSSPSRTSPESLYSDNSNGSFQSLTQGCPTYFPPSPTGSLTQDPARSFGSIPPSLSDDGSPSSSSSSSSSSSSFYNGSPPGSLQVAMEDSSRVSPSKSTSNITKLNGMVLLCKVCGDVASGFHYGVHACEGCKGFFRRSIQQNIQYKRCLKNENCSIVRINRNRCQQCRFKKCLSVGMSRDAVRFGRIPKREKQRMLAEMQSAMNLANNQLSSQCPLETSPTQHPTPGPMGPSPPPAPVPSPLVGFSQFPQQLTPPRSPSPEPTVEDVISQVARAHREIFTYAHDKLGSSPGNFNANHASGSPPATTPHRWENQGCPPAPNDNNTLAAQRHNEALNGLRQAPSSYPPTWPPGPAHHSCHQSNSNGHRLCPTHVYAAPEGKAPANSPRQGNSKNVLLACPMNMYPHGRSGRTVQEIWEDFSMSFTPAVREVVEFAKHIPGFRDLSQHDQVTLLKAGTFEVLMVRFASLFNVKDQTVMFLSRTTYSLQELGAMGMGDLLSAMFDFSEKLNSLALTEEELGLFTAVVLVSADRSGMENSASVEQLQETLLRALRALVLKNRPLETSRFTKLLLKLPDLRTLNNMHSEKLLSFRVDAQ
# NPR2 activator – human GC-B receptor activators, primary screen, HEK293 GC-B cells, cGMP TR-FRET, EC30 CNP; Atrial natriuretic peptide receptor 2 (Homo sapiens), P20594; 0% at EC30 CNP, 100% saturating CNP; 370,000 compounds, 0.11% hits; activation, % at 10 µM;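 active means activation at 10 µM reaching about 35% in either raw or pattern-adjusted values, limit read from the data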
# PG9 binder – binders of HIV-1 gp120 antibody PG9, primary screen, biochemical, TR-FRET; 360,000 compounds, 0.43% hits; TR-FRET gp120-PG9 antibody binding; inhibition, % at 6.7 µM; AID 624416, 2012; in the data active means inhibition above about 8.5%
# An asterisk follows results filed as active; nt = not tested or not shown.
SMILES,rCAG RNA binder,HTRA1 inhibitor,SMARCA2 activ,ABHD4 inh,ASAP1 GAP inh,ARFGAP1 inhibitor,GC-A act,NR1D1 modulator,NPR2 activator,PG9 binder
CCOc1ccc(NC(=O)CCn2cccc2)cc1,5,5,2,0,1,9,-1,-5,0,-0.5
CCOc1ccc(N2C(=O)CC(SC(=NC)Nc3cccc(OC)c3)C2=O)cc1 (stereo unspecified),-2,-13,1,-9,13,-11,2,-2,-8,-0.8
CCOC(=O)CC(NC(=O)Cc1cccs1)c1ccccc1Cl (stereo unspecified),3,-6,-1,1,-1,12,0,-5,-1,-1.2
COc1ccccc1CCNC(=O)c1cc(C2CC2)nc2c1cnn2C(C)C,-6,-15,-1,-6,-2,7,20,7,22,-2.4
COc1cc(SC)ccc1C(=O)N1CCCCCC1,-3,2,-1,0,-2,-6,-4,1,2,-0.9
Cc1cccc(NC(=O)c2ccc(NCCc3ccccc3)c([N+](=O)[O-])c2)c1,1,-3,-3,-4,3,-5,-3,2,-1,-0.9
O=C(COC(=O)c1cccc(O)c1)Nc1ccc(S(=O)(=O)N2CCOCC2)cc1,3,1,0,-4,-12,-2,-2,3,-5,-0.5
CCc1ccc(C(=O)OCC(=O)Nc2c(C)n(C)n(-c3ccccc3)c2=O)cc1,2,0,-1,5,-15,-8,-3,-1,7,0.4
CCOc1ccc(N(CC(=O)NCCc2ccc(F)cc2)S(=O)(=O)c2ccccc2)cc1,-6,-15,-2,7,-2,-3,-8,0,-10,-0.1
Cc1ccc(-n2c(SCC(=O)N3CCOCC3)nnc2-c2cccnc2)cc1C,-8,-2,-2,3,-2,0,3,1,3,0.4
Nn1c(Cc2ccccc2F)nnc1SCC(=O)N1CC(=O)Nc2ccccc21,4,8,6,-5,9,-6,0,1,-1,-1.6
N#Cc1cccc(Oc2ccc(-c3cnc4ccccc4n3)cc2)c1C#N,-1,-2,2,2,1,-8,-10,5,-14,0.1
CC(C(=O)NC(C)(C)C)n1c(C(c2ccccc2)c2ccccc2)nc2ccccc21 (stereo unspecified),-2,nt,-5,0,-12,1,-26,12,-24,-0.1
Cc1ccc(NC(=O)CN(C)c2ccc(S(=O)(=O)N3CCN(C)CC3)cn2)cc1,1,3,0,1,3,2,2,1,-1,-0.2
COC(=O)C1CC(O)CN1S(=O)(=O)c1cccs1 (stereo unspecified),3,4,0,8,-5,-2,1,-3,1,-0.7
COc1cc(CCC(=O)OCC(=O)NCc2ccccc2)cc(OC)c1OC,-6,3,-4,1,0,1,nt,nt,nt,1.0
O=C(Nc1ccc(C(=O)N2CCOCC2)cc1)C1CCCC1,2,5,-1,8,1,-15,-1,-11,0,-2.6
CCOC(=O)C(=CNc1cc(C)nn1C(C)(C)C)C(=O)OCC,-2,5,-1,-2,2,5,4,-5,9,-0.5
Cc1cccc(NC(=O)c2cc(-c3ccccn3)nc3ccccc23)c1C,-2,-2,-1,-4,-5,6,3,1,1,-0.8
COCCN(C(=O)c1ccc(C)o1)c1c(N)n(CC(C)C)c(=O)[nH]c1=O,0,2,0,5,5,2,4,7,-3,1.2
CC(=O)c1sc(NC(=O)COc2ccc([N+](=O)[O-])cc2)nc1C,5,1,-2,-3,-6,-1,-1,7,0,-1.9
O=C(Cn1c(=O)c2cccn2c2cccnc21)NCCCN1CCN(c2ccccc2)CC1,nt,nt,nt,0,nt,nt,0,3,-7,nt
CC1(C)Cc2ccccc2-c2nc(NCCCO)n(-c3ccccc3)c(=O)c21,-7,-7,-2,4,5,-12,-3,-2,-15,1.1
O=C(CC1C(=O)NCCN1Cc1c(F)cccc1Cl)NCc1ccccc1 (stereo unspecified),-2,3,-3,0,-9,-9,0,4,6,1.0
C[C@]12CC[C@@H]3c4ccc(O)cc4CC[C@H]3[C@@H]1CC[C@@H]2O,-1,-4,-6,-17,-7,-7,1,0,-7,-2.2
CCc1ccccc1NC(=O)c1cc2ncc(Br)cn2n1,4,1,0,2,-7,-5,-2,4,0,-1.3
c1ccc(CNCc2ccc3c(c2)OCO3)nc1,3,7,6,0,-1,6,0,-1,4,-1.9
CC1=C(C(=O)Nc2ccccc2C(=O)NC2CCCCC2C)SCCO1 (stereo unspecified),-2,-5,0,-1,1,0,2,4,-2,-1.0
Cn1c(SCC(=O)NCc2ccco2)nnc1-c1cccs1,-1,3,-1,-12,-11,3,1,-4,0,-1.8
Fc1ccccc1C1CC(c2ccco2)=Nc2ccccc2S1 (stereo unspecified),11,-2,-3,-4,4,-16,-7,-4,0,2.2
COc1cccc(C(=O)NCCN2CCC(n3c(=O)[nH]c4ccccc43)CC2)c1,0,nt,2,4,-2,-2,0,9,-2,2.5
COc1cc(C)nc(OCCNS(=O)(=O)c2cc(C)ccc2C)n1,3,1,2,-15,2,4,-1,-3,3,1.4
CCCn1cc(S(=O)(=O)c2ccc(OC)cc2)c(=O)c2cc(OCC)ccc21,-1,1,-1,10,-4,-4,3,-9,-5,0.3
CC(C)c1ccc(NC(=O)c2ccc3c(c2)C(=O)N(Cc2cccnc2)C3=O)cc1,1,-10,-3,3,7,-4,0,2,3,0.4
Cn1c(=O)oc2cc(S(=O)(=O)N3CCC(C(=O)NCCc4ccccc4)CC3)ccc21,-1,0,-2,2,4,4,-1,-1,-1,1.6
C[C@H](CO)N1C[C@H](C)[C@@H](CN(C)Cc2ccc(C(=O)O)cc2)OCCCC[C@H](C)Oc2ccc(NC(=O)CCC(F)(F)F)cc2C1=O,10,nt,0,-2,-1,-9,3,4,-2,1.4
Cc1ccc(S(=O)(=O)N2Cc3ccccc3CC2C(=O)Nc2cc(C)on2)cc1 (stereo unspecified),-2,-33,1,3,14,8,-3,-5,0,-0.6
Cc1ccc(NC(=S)NC(NC(=O)c2ccccc2C)C(Cl)(Cl)Cl)c(C)c1 (stereo unspecified),9,-19,-2,-16,20,12,-11,-4,1,-1.2
C#CCOCCOCCOCCNc1nc(N2CCN(C(=O)Cn3cc(CCCN=C(N)N)nn3)CC2)nc(N2CCN(C(=O)[C@H](CCCCN)n3cc(CCC(=O)O)nn3)CC2)n1,-6,-5,0,-1,-9,1,0,-1,3,0.2
N#C/C(=C\c1cc2ccccc2nc1N1CCCCC1)C(N)=O,5,1,0,-4,10,-9,5,1,-1,-1.9
COc1ccc2[nH]cc(CCNC(=O)/C=C/[C@H]3O[C@@H](n4cc(C)c(=O)[nH]c4=O)C[C@@H]3O)c2c1,3,nt,-3,8,0,-2,0,1,2,-0.8
O=C(COC(=O)c1cc(-c2ccc(F)cc2)nc2ccccc12)NCC1CCCO1 (stereo unspecified),0,-29,3,-16,1,5,0,2,-2,-1.4
O=C(Nc1ccc2c(c1)OCCO2)C1CC(c2ccc(F)cc2)=NO1 (stereo unspecified),-6,0,-1,1,6,-5,0,1,-6,-2.3
COc1ccc(-c2nn(-c3ccccc3)cc2/C=C/C(=O)N2CCN(c3ccccn3)CC2)cc1,5,-107,-3,-30,14,-1,5,4,6,1.2
CC[C@]12c3[nH]c4ccc(OC)cc4c3CCN1C(=O)C(CC(=O)NCc1ccc(OC)c(OC)c1)C[C@@H]2C(=O)N1CCN(C(=O)C2CC2)CC1 (stereo partly specified),0,8,-2,5,-11,1,-1,1,-1,-1.5
Nc1nnnn1/N=C\c1ccc(Cl)c([N+](=O)[O-])c1,4,-3,3,3,-4,-3,17,5,-2,-0.4
C[C@H](NC(=O)Nc1cccc(C(F)(F)F)c1)C(=O)O,1,-2,-2,-3,-3,8,1,1,3,-0.3
CC(=O)c1cccc(NC(=O)CCn2c(=O)oc3ccccc32)c1,1,1,-3,-2,-6,7,1,-3,-2,0.2
Cc1c(Cl)ccc2sc(NC(=O)C3CC3)nc12,3,-16,-5,-2,14,3,55*,4,-7,-0.9
C/C(=N\NC(=O)CN1CCN(Cc2ccccc2)CC1)c1ccncc1,-7,9,0,5,-12,-7,-2,-1,-9,-1.4
Cc1cc(C)c(N=C2CCCN2Cc2ccccc2)c(C#N)c1,-4,-5,-6,-2,-3,16,2,-2,4,1.3

# Molecules shown so far that contain an aryl methoxy group, in the order listed:
SMILES,rCAG RNA binder,HTRA1 inhibitor,SMARCA2 activ,ABHD4 inh,ASAP1 GAP inh,ARFGAP1 inhibitor,GC-A act,NR1D1 modulator,NPR2 activator,PG9 binder
CCOc1ccc(N2C(=O)CC(SC(=NC)Nc3cccc(OC)c3)C2=O)cc1 (stereo unspecified),-2,-13,1,-9,13,-11,2,-2,-8,-0.8
COc1ccccc1CCNC(=O)c1cc(C2CC2)nc2c1cnn2C(C)C,-6,-15,-1,-6,-2,7,20,7,22,-2.4
COc1cc(SC)ccc1C(=O)N1CCCCCC1,-3,2,-1,0,-2,-6,-4,1,2,-0.9
COc1cc(CCC(=O)OCC(=O)NCc2ccccc2)cc(OC)c1OC,-6,3,-4,1,0,1,nt,nt,nt,1.0
COc1cccc(C(=O)NCCN2CCC(n3c(=O)[nH]c4ccccc43)CC2)c1,0,nt,2,4,-2,-2,0,9,-2,2.5
COc1cc(C)nc(OCCNS(=O)(=O)c2cc(C)ccc2C)n1,3,1,2,-15,2,4,-1,-3,3,1.4
CCCn1cc(S(=O)(=O)c2ccc(OC)cc2)c(=O)c2cc(OCC)ccc21,-1,1,-1,10,-4,-4,3,-9,-5,0.3
COc1ccc2[nH]cc(CCNC(=O)/C=C/[C@H]3O[C@@H](n4cc(C)c(=O)[nH]c4=O)C[C@@H]3O)c2c1,3,nt,-3,8,0,-2,0,1,2,-0.8
COc1ccc(-c2nn(-c3ccccc3)cc2/C=C/C(=O)N2CCN(c3ccccn3)CC2)cc1,5,-107,-3,-30,14,-1,5,4,6,1.2
CC[C@]12c3[nH]c4ccc(OC)cc4c3CCN1C(=O)C(CC(=O)NCc1ccc(OC)c(OC)c1)C[C@@H]2C(=O)N1CCN(C(=O)C2CC2)CC1 (stereo partly specified),0,8,-2,5,-11,1,-1,1,-1,-1.5

# From PubChem
